AMA1-RON2 inh: disrupts binding of P. falciparum AMA1 to RON2; Potency, µM (highest dose often 58.2 µM), inactives show at the top dose activity change, negative = inhibition, actives largely listed as inhibitors; actives 0.2% (n = 360,000); AlphaScreen AMA1-biotinylated RON2 peptide binding; AID 720542;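 also: potency is read from the fitted curve at half-maximal effect; 0% = vehicle wells and -100% = peptide control; nearly all actives have a fitted effect of over 45% in size; some results filed as inactive show a strong effect at the top dose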
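AMA1 (3D7) with his tag at 25 nM final met compounds first, then biotinylated RON2 peptide at 25 nM; detection used donor plus acceptor beads, 10 µg/mL apiece, read by AlphaScreen after 30 min at room temperature.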
AmpC inh no detg: AmpC beta-lactamase inhibition without detergent | P00811 | AmpC nitrocefin hydrolysis, absorbance 480 nm, 0.0001% Triton | Potency, µM (titrated, usually from 57.1 µM), inactives show at the top dose activity change, negative = inhibition, hits mostly inhibitors | actives 0.52% (n = 330,000) | AID 485341;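 also: potency is read from the fitted curve at half-maximal effect; plate controls were no compound for no effect and no enzyme for full effect; nearly all actives have a fitted effect of over 20% in size; some results filed as inactive show a strong effect at the top dose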
Target sequence (P00811 whole entry, looked up): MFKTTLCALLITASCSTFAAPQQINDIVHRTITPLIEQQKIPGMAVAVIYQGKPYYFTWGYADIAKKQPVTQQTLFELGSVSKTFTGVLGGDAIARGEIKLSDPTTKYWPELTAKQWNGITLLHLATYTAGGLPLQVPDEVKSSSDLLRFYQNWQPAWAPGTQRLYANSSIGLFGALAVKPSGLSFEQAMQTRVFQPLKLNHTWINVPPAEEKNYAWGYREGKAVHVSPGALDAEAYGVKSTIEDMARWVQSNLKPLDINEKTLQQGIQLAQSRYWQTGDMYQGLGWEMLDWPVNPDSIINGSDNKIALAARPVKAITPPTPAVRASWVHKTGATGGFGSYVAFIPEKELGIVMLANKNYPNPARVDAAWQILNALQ
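AmpC (5.3 nM in the dispensed reagent) in 20 mM phosphate pH 7.0 with 0.01% (detergent screen) or 0.0001% Triton X-100 was preincubated with compounds for 15 min at room temperature. Nitrocefin was then added from an 800 uM solution, and hydrolysis was followed at 480 nm.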
AmpC inh detg: inhibitors of E. coli AmpC beta-lactamase with detergent; actives 0.041% (n = 370,000); Potency, µM (series often up to 114 µM), without a hit: at the highest dose activity change, negative = inhibition, actives largely listed as inhibitors; AmpC hydrolysis of nitrocefin, absorbance 480 nm, 0.01% Triton;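 also: potency is read from the fitted curve at half-maximal effect; 0% = no-compound wells and -100% = no-enzyme wells; nearly all actives have a fitted effect of over 25% in size; some results filed as inactive show a strong effect at the top dose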
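AmpC (5.3 nM in the dispensed reagent) in 20 mM phosphate pH 7.0 with 0.01% (detergent screen) or 0.0001% Triton X-100 was preincubated with compounds for 15 min at room temperature. Nitrocefin was then added from an 800 uM solution, and hydrolysis was followed at 480 nm.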
HCV inhibitor: blocks hepatitis C virus. AID 651820. Potency, µM (highest dose often 41.8 µM), for the others: at the highest dose activity change, negative = inhibition, actives largely listed as inhibitors. actives 3.4% (n = 340,000). Huh7.5.1 HCVcc-Cre infection, luciferase reporter, 44 h; also: potency is read from the fitted curve at half-maximal effect
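A cell-based infection assay in which seeded cells (1,000 per well) receive test compound after 4 h, are inoculated with HCVcc-Cre at approximately 0.5 moi, and are incubated 44 h before luminescence detection.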
LmPK inh: blocks Leishmania mexicana pyruvate kinase activity | Q27686 | purified LmPK, Kinase-Glo ATP luminescence, 1 h | Potency, µM (series often up to 57.5 µM), for the others: at the highest dose activity change, negative = inhibition, usual class: inhibitors | actives 0.37% (n = 290,000) | AID 1721; also: potency is read from the fitted curve at half-maximal effect
Target sequence (Q27686 whole entry, looked up): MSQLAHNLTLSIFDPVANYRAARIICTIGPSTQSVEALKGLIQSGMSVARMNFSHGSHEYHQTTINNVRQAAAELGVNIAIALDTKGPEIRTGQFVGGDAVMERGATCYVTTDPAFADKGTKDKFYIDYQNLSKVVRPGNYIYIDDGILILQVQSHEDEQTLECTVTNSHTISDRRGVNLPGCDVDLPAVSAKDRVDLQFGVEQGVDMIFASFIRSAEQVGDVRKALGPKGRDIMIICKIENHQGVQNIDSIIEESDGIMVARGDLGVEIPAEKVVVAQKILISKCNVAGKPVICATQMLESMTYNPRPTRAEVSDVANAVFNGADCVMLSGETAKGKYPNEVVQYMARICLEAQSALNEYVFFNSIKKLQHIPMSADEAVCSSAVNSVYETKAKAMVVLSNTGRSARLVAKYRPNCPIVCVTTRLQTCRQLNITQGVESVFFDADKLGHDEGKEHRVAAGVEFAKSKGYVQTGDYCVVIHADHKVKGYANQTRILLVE
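qHTS format; LmPK 0.1 nM; substrates PEP 0.5 mM and ADP 0.1 mM. One-hour room-temperature incubation, then coupled luciferase luminescence; 0.5 nM enzyme wells mark activation.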
HCMV inh: inhibitors of human cytomegalovirus; HFF cells, HCMV-luciferase reporter, 72 h; hits give low values; AID 1259415; activity change, negative = inhibition, % at 57.5 µM; actives 4.5% (n = 410,000); in the data active = activity change below about -60%; inconclusive = no clear call, values can overlap the other calls; inactive = above about -39%
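Compounds were evaluated in HFFs infected with an HCMV luciferase reporter virus (MOI 1 PFU/cell). Luciferase in lysates collected 72 h post infection served as the replication measure.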
Tb PYK inh: blocks Trypanosoma brucei pyruvate kinase. Q57TT1. TbPYK enzyme, Kinase-Glo Plus ATP luminescence, 45 min. Potency, µM (top dose mostly 76.8 µM), inactives show at the highest dose activity, negative = inhibition, usual class: inhibitors. actives 0.12% (n = 410,000); also: potency is read from the fitted curve at half-maximal effect; nearly all actives have a fitted effect of over 50% in size
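T. brucei PYK with substrate was exposed to pin-transferred compounds across a concentration series, then started with 130 uM ADP (final). After 45 min at room temperature, Kinase-Glo Plus luminescence was read, normalized and curve-fitted.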
* = called active by the depositor; ? = inconclusive; · = not tested or not shown; & = joins results of further samples; [ ] = remark or other dose. Unless noted, calls follow the shape of the dose curve; as a rule, active = well fitted curve in the direction sought with a large enough effect; inconclusive = small, poorly fitted or top-dose-only effect, or another doubt; inactive = no such curve, though single readings can be large; an effect the other way counts as inactive or inconclusive. Unless noted, % is scaled to controls: 0 for no effect and ±100 for the full control effect. No enrichment for hits. Share with any hit: about 7.5%.

No.	compound	LmPK inh	AMA1-RON2 inh	AmpC inh no detg	Tb PYK inh	AmpC inh detg	HCV inhibitor	HCMV inh
1	CC(C)c1cc(C(C)C)c(S(=O)(=O)N2c3ccccc3[C@@]3(Br)C[C@H]4C(=O)N[C@@H](Cc5ccccc5)C(=O)N4[C@@H]23)c(C(C)C)c1	·	0%	·	5%	·	?	·
2	Cc1nnc(SCC(=O)Nc2ncc(Cc3ccc(F)cc3)s2)n1N	-3%	-6%	-1%	5%	?	5%	9
3	CC(C)c1ccc2c(c1)C(N1CCNCC1)Cc1ccc(F)cc1S2 (stereo not drawn)	·	20%	·	1%	·	?	-98*
4	CCOC(=O)c1c(C)oc2cc(Br)c(OC)cc12	1%	-12%	-6%	2%	?	?	26
5	CC(=O)c1cccc(NS(=O)(=O)c2c(C)nc3sc(C)cn3c2=O)c1	·	·	·	-5%	20%	·	-11
6	Cc1ccc(/C=C2/SC(=O)NC2=S)o1	4%	-24%	-42%	-9%	3%	0%	·
7	CN(C)S(=O)(=O)c1ccc2nnn(OCC(=O)NC34CC5CC(CC(C5)C3)C4)c2c1	1%	6%	20%	13%	-17%	-4%	-22
8	C=CCN(CC=C)S(=O)(=O)c1ccc(NC(=S)NC(=O)Cc2ccc(OC)cc2)cc1	8%	25%	-37%	-15%	-1%	1%	4

Whole records as entered above. Screens in order: LmPK inh	AMA1-RON2 inh	AmpC inh no detg	Tb PYK inh	AmpC inh detg	HCV inhibitor	HCMV inh
Record of `Cc1nnc(SCC(=O)Nc2ncc(Cc3ccc(F)cc3)s2)n1N` → -3%	-6%	-1%	5%	?	5%	9
Record of `Cc1ccc(/C=C2/SC(=O)NC2=S)o1` → 4%	-24%	-42%	-9%	3%	0%	·
Record of `CC(=O)c1cccc(NS(=O)(=O)c2c(C)nc3sc(C)cn3c2=O)c1` → ·	·	·	-5%	20%	·	-11

(list continues)
No.	compound	LmPK inh	AMA1-RON2 inh	AmpC inh no detg	Tb PYK inh	AmpC inh detg	HCV inhibitor	HCMV inh
9	CC(=O)N1CCc2cc(S(=O)(=O)CCC(=O)N(C)c3cc(C)ccc3C)ccc21	1%	1%	45%	-14%	?	10%	-7
10	CN(C(=O)Nc1ccccc1)n1cnc2ccccc2c1=O	2%	-17%	-20%	2%	-6%	0%	4
11	Cc1ccc(/C=C2\SC(=S)N(c3c(C)n(C)n(-c4ccccc4)c3=O)C2=O)cc1	3%	-4%	59%	3%	-11%	-3%	-24
12	Cc1ccc(C)c(S(=O)(=O)N2CCN(C(=O)C(C)Sc3ccccc3)CC2)c1 (stereo not drawn)	-1%	-6%	58%	-9%	1%	·	-4
13	CCOC(=O)/C=C1/SCC(=O)N1CC(=O)NC12CC3CC(CC(C3)C1)C2	·	0%	·	2%	·	17%	7
14	Cc1noc(C)c1COC(=O)c1csc2c1CCCC2	·	8%	10%	-3%	0%	?	-38
15	COC(=O)\C(C(C)=O)=C(/C=C/C=C/C=C/N(C)C)N(C)C	-12%	-7%	-17%	-24%	-13%	-20%	3
16	C=C(C)C1CC=C(C)/C(=N/NC(=O)c2cccs2)C1 (stereo not drawn)	-2%	39%[activator]	-19%	1%	-11%	3%	?
17	CCN/N=C(\Cc1nc2ccccc2[nH]1)c1ccccc1	-2%	51%[activator]	-28%	1%	1%	4%	24
18	CS(=O)(=O)n1nc(-c2ccc(Cl)cc2)nc1SCc1ccccc1	1%	14%	-42%	-1%	-7%	?	68
19	O=C(NCCN1CCOCC1)C1CCCN(S(=O)(=O)c2ccc(F)cc2)C1 (stereo not drawn)	-1%	14%	-8%	1%	4%	-5%	29
20	Cc1sc2nc(SCc3nc(-c4ccccc4)no3)n(-c3ccccc3)c(=O)c2c1C	4%	10%	?	-4%	-11%	13%&8%	-10
21	S=C(NCCc1ccccn1)Nc1cccc(Cl)c1	4%	7%	-18%	-4%	-7%	-30%	?
22	CCOC(=O)c1c(C)[nH]c(C(=O)OCc2ccccc2)c1C	-6%	-5%	-15%	9%	6%	·	24
23	Cc1ccc(NC(=O)c2ccc3c(c2)CCN3S(C)(=O)=O)c(C)c1	-3%	10%	-18%	-5%	-21%	-15%	-35
24	O=C(CCCOc1ccc(Cl)cc1Cl)Nc1ccc(O)cc1C(=O)O	3%	4%	-25%	1%	2%	8%	-9
25	COc1ccc(O)c(CN2CCC(n3nccc3NC(=O)c3ccccc3Cl)CC2)c1	-26%	-15%	25%	2%	?	19%	8
26	Cc1cnc(C(=O)Nc2ccc(C)c(S(=O)(=O)N3CCCCC3)c2)cn1	·	2%	0%	-9%	-5%	10%	0
27	Cn1c(=O)c2[nH]c(SCC(=O)c3ccc(F)cc3)nc2n(C)c1=O	-1%	65%[activator]	-7%	-6%	2%	7%	5
28	COc1ccc2c(OC)c3ccoc3nc2c1OC	-1%	-2%	-3%	-3%	7%	?	72
29	CC(=O)c1c(OCC(=O)O)ccc2c(C)cc(=O)oc12	1%	-1%	·	5%	-4%	-3%	7
30	CN(Cc1ccccc1)C(=O)c1cccc(NC(=O)Cc2ccc(NC(=O)C3CCN(C(=O)C4CCCCC4)CC3)cc2)c1	·	-12%	·	-5%	·	-11%[8.37 µM]	-26
31	COc1cccc(NC(=S)N(Cc2cccc(Br)c2)CC2CCC(C(=O)O)CC2)c1 (stereo not drawn)	2%	-11%	-11%	-18%	-2%	6%	?
32	O=C(CN1CCN(C(=O)c2ccc(OCc3cn4ccccc4n3)cc2)CC1)Nc1cccc(F)c1	·	-6%	155%[activator]	-1%	·	-29%	-17
33	O=C(NN1C(=O)C2C3C=CC(O3)C2C1=O)c1ccccc1 (stereo not drawn)	1%	23%	-22%	-7%	-9%	14%	?
34	COc1ccc(CN2CCc3ccccc3C2)c(OC)c1OC	-14%	-14%	-7%	-4%	-6%	19%	-14
35	CC(=O)N1c2ccc(S(=O)(=O)NCCC(=O)NCc3ccc(N(C)C)cc3)cc2CC1C (stereo not drawn)	1%	1%	15%	?	4%	3%	-17
36	COc1ccc(CN2CCC(C(=O)NC(c3ccc4c(c3)OCO4)c3ccccn3)CC2)cc1 (stereo not drawn)	·	80%[activator]	·	0%	·	·	-24
37	c1ccc(NC2=Nc3cccc4cccc2c34)cc1	-1%	?	-52%	4%	-1%	-18%	5
38	CCC(=O)c1ccc(OCc2ccc(C(=O)c3ccccc3)cc2)cc1	1%	-4%	-15%	-3%	-14%	?	-39
39	CSCCC(N=CC1=C(O)CC(C)(C)CC1=O)C(=O)O (stereo not drawn)	3%	10%	-18%	-7%	-5%	12%	14
40	NC(=O)CC(NC(=O)c1ccc(Br)cc1)c1ccc(N2CCN(c3ccc(F)cc3)CC2)c([N+](=O)[O-])c1 (stereo not drawn)	5%	-8%	1%	0%	7%	?	9
41	C=CCn1c(SCC(=O)N(CCOC)c2c(N)n(CCCC)c(=O)[nH]c2=O)nnc1-c1ccc(Cl)cc1	·	-15%	72%[activator]	-6%	-10%	-17%	12
42	COc1cccc2c(Cl)c(CCCl)c(C)nc12	-1%	7%	134%[activator]	1%	-5%	-20%	-69*
43	Cc1nc(N2CCCC2)ncc1C(=O)Nc1ccc(OC(F)(F)F)cc1	·	·	·	2%	?	·	-35
44	O=C(NCC1CCCO1)C1CCN(C2CCN(C3CCCCCC3)CC2)CC1 (stereo not drawn)	1%	-4%	-6%	0%	-1%	?	11
45	CC(=O)c1c(N2CCOCC2)nc(=O)n(-c2ccccc2)c1C	10%	-2%	35%	-3%	-9%	21%	-20
46	C/C(CCN1CCc2nc(-c3ccccc3)c(-c3ccccc3)cc2C1)=N\O[C@@H](C)c1cc(-c2c(C)cc(C)cc2C)no1	0%	0%	-4%	6%	-1%	?	·
47	CC12CCC(=O)N1C(C(=O)Nc1nc(-c3ccccc3Cl)cs1)CS2 (stereo not drawn)	·	-4%	-12%	1%	?	10µM*	2
48	Cc1ccc(OC(=O)c2cc(-c3ccc4c(c3)OCCO4)on2)cc1C	·	·	·	-6%	19%	·	5
49	Cc1nc(C2CCC3C4CCC5=CC(=O)CC[C@]5(C)C4CC[C@]23C)cs1 (stereo partly drawn)	9%	·	-14%	·	4%	·	-91*
50	CC1(C)CC(=O)c2cc(-c3nc(-c4ccc(Cl)cc4)cs3)c(=O)n(-c3ccc(F)cc3)c2C1	·	·	·	-1%	-8%	·	-6
51	Cc1cc(C)c2ccc(=S)[nH]c2n1	14%	123%[activator]	-15%	-10%	3%	4%	-25
52	O=C(O)CNC(=O)CC1S/C(=N/N=C2\CSC(=O)N2)NC1=O (stereo not drawn)	27%	40µM*	-18%	-2%	4%	10%	19
53	COc1ccc(C(CNC(=O)c2oc3c(Cl)cccc3c2C)N2CCCC2)cc1 (stereo not drawn)	·	5%	60%	-1%	-7%	?	10
54	COc1cc(/C=C(/NC(=O)c2ccccc2)C(=O)Nc2cccc(O)c2)c([N+](=O)[O-])cc1OC	2%	12%	-25%	2%	-2%	-1%	29
55	COc1ccc(N(CC(=O)NCc2ccncc2)S(=O)(=O)c2ccccc2[N+](=O)[O-])c(OC)c1	-11%	8%	1%	0%	?	14%	-2
56	O=C(CSc1nnc(CNC(=O)c2ccc(F)cc2)o1)NCc1ccc2c(c1)OCO2	0%	-2%	-13%	-1%	-13%	8%	30
57	COc1ccc(/C=C2/SC(=S)N(CCCC(=O)Nc3ccc(O)cc3)C2=O)cc1	8%	-16%	-36%	-2%	5%	?	-100*
58	O=C(COC(=O)c1cc(Cl)nc(Cl)c1)NC1CCCCCC1	·	-13%	-5%	2%	·	-1%	-24
59	COc1ccc(/C=N/NC(=O)c2ccc(-n3cnnn3)cc2)cc1	·	13%	-16%	2%	-9%	5%	?
60	Cc1ccc(C)c(OCCC(=O)N2CCN(S(=O)(=O)c3cc(C)ccc3C)CC2)c1	·	-24%	102%[activator]	2%	-9%	?	-1
61	Cc1ccc(OCCC(=O)OCC(=O)N2CCN(S(=O)(=O)c3ccc(C)cc3C)CC2)cc1	·	-5%	-6%	-1%	0%	11%	-9
62	CC(C)n1cc(C(=O)NC2CC(C)(C)Cc3c2cnn3-c2ccccc2)cn1 (stereo not drawn)	1%	-6%	91%[activator]	-7%	1%	-1%	-25
63	O=C(NCc1cccnc1)C1CCC(c2ccc(Cl)cc2)CC1 (stereo not drawn)	-6%	4%	40%	0%	6%	7.9µM*	?

Screening data deposited in PubChem by National Center for Advancing Translational Sciences (NCATS).
